RGS4 act – RGS4 potentiators or activators, primary screen, cell-based, HEK293 M3R inducible RGS4, calcium flux; carbachol calcium flux Fluo4; active compounds read low; B-score at 10 µM; 310,000 compounds, 0.92% hits; AID 463111, 2010;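 active = B-score of the integrated calcium signal more than 4 SD below the library mean, with starting fluorescence not abnormally high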;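 also: negative B-score means reduced calcium response which marks RGS4 activation or potentiation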
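Also added: carbachol at ECmax as muscarinic agonist stimulus; Assay system: HEK293 cells with stable M3R and inducible RGS4; Timing: overnight RGS4 induction, 30 min dye load 37 °C, 20 min compound RT; Measured by: Fluo4-AM (2 µM) calcium-flux fluorescence, kinetic read.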
SKKanGAS inh – S. pyogenes SKKanGAS growth inhibitors in kanamycin, primary screen, streptokinase expression inhibitor project, SKKanGAS strain, BacTiter-Glo luminescence. 6 h. 300,000 compounds, 1.3% hits. AID 1662, 2009. inhibition, % at 7.5 µM;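 active = mean replicate score, as percent of positive control median, at least 50; inconclusive = mean below 50 but one replicate at or above 50; inactive = mean and every replicate below 50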;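 also: strain carries kanamycin resistance gene driven by streptokinase promoter and grows in 40 µg/ml kanamycin; loss of luminescence reflects streptokinase promoter inhibition or plain growth inhibition; 0% = median of DMSO wells and 100% = positive control at its reference dose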
RGS4 block – RGS4 inhibitors, primary screen, cell-based, HEK293 M3R inducible RGS4, calcium flux; Regulator of G-protein signaling 4 (Homo sapiens), P49798; Fluo-4 calcium flux; active compounds read high; triggered by carbachol at its EC20; B-score at 10 µM; 310,000 compounds, 0.45% hits; AID 463165, 2010;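 active = B-score, a plate-corrected calcium signal, over three deviations above library mean, with baseline fluorescence within five deviations of library mean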;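 also: RGS4 expression induced by doxycycline in cells with stable M3 receptor; B-score is computed from the integrated fluorescence ratio over baseline after carbachol; higher B-score means a larger calcium signal and so more RGS4 inhibition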
TRPC6 inhibitor – mouse TRPC6 channel inhibitors, primary screen, cell-based, HEK293, membrane potential dye. Short transient receptor potential channel 6 (Mus musculus), Q61143. ACh-evoked depolarization; active compounds read low. B-score at 10 µM. 310,000 compounds, 1.1% hits. AID 2553, 2010;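 active = B-score under library mean minus 3 SD, initial fluorescence not abnormally high, positive integrated signal ratio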;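 also: B-score derived from integrated fluorescence ratio over the kinetic read; more negative B-score means stronger inhibition of depolarization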
MrgX1 PAM – positive allosteric modulators of MrgX1, primary screen, HEK293 cells, Fluo-4 calcium flux; 310,000 compounds, 0.63% hits; B-score at 10 µM; FDSS; active compounds read high; AID 588675, 2011;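 active = plate-corrected calcium response at least 3 library SD above typical, normal starting fluorescence, not activating the receptor alone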;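 also: compound read alongside a low EC10 to EC30 dose of BAM8-22 agonist; peak minus trough fluorescence over baseline measured at the second addition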
MrgX1 antagonist – antagonists of human MrgX1 receptor, primary screen, HEK293 cells, Fluo-4 calcium flux; Mas-related G-protein coupled receptor member X1 (Homo sapiens), Q96LB2; BAM8-22 antagonism; active compounds read low; B-score at 10 µM; AID 588676, 2011; 310,000 compounds, 1.3% hits;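 active = calcium-response B-score plate-corrected more than 3 library SD below zero, starting fluorescence within 5 deviations, no agonist response on first addition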;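 also: peak minus trough fluorescence over baseline after final BAM8-22 challenge near maximal dose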
ANO1 activ – TMEM16A chloride channel activators or potentiators, primary screen, cell-based, HTS | B-score at 10 µM | AID 623877, 2012 | 340,000 compounds, 0.3% hits | Anoctamin-1 (Mus musculus), Q8BHY3 | HEK293 TMEM16A/YFP-H148Q/I152L, iodide quench fluorescence; active compounds read low;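 active = fluorescence-ratio B-score plate-corrected deviation score at least 3 library SD below zero, with starting fluorescence score within 5 deviations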;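 also: channel opened by trigger with iodide after compound preincubation; score built on the fluorescence ratio of max minus min over baseline; more negative score means more quench and so TMEM16A activation or potentiation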
ANO1 block – TMEM16A chloride channel inhibitors, primary screen, cell-based, HTS; Anoctamin-1 (Mus musculus), Q8BHY3; 310,000 compounds, 1.2% hits; HEK293 TMEM16A/YFP iodide influx fluorescence, ionomycin; normalized B-score (activity score, 25-100; higher = stronger inhibition) at 10 µM;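 active = ratio plate-corrected score three or more library SD toward inhibition, starting fluorescence score within five deviations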;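 also: score derived from kinetic fluorescence span divided by baseline fluorescence per well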
MrgX1 agonist – agonists of human MrgX1 receptor, primary screen, HEK293 cells, Fluo-4 calcium flux; Fluo-4 calcium fluorescence, agonist mode; active compounds read high; AID 588627, 2011; B-score at 10 µM; Mas-related G-protein coupled receptor member X1 (Homo sapiens), Q96LB2; 310,000 compounds, 0.44% hits;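 active = calcium response B-score plate-corrected fluorescence ratio at least 3 library SD, with starting fluorescence B-score inside 5 SD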
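System – MrgX1-expressing HEK293 cells · Incubation – cells plated overnight, dye loaded 0.5 h 37 °C, 0.5 h room temperature · Technique – kinetic Fluo-4 NW fluorescence of intracellular calcium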
HDAC3 inhib – HDAC3 deacetylase inhibitors, primary screen, biochemical, fluorescence, cell-free homogeneous. recombinant HDAC3, fluorogenic peptide/trypsin coupled. inhibition, % at 8.3 µM. 320,000 compounds, 0.15% hits. AID 2718, 2010; in the data active = inhibition above about 26%, passing the limit was not always enough; inconclusive = no clear call, values can overlap the other calls
TRPC6 act – mouse TRPC6 channel activators, primary screen, cell-based, HEK293, membrane potential dye; HEK293-TRPC6 membrane potential dye fluorescence; active compounds read high; B-score at 10 µM; 310,000 compounds, 0.13% hits; AID 2550, 2010;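 active = B-score of the integrated fluorescence ratio above library mean plus 3 SD, and starting fluorescence ratio within library mean plus 5 SD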;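 also: higher score means more depolarization so channel activation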
Numbers without * were called inactive; i = inactive; ? = inconclusive; . = not tested or not shown.

Under each structure: HDAC3 inhib	ANO1 block	ANO1 activ	TRPC6 act	RGS4 act	SKKanGAS inh	MrgX1 agonist	MrgX1 antagonist	MrgX1 PAM	RGS4 block	TRPC6 inhibitor
> C/C(=N\N=C1\NC(=O)CC(C(=O)O)S1)c1ccc(F)cc1 (stereo not drawn)
  1	i	i	i	i	-6	i	i	i	i	i
> CN(Cc1ccccc1F)C(=O)COc1ccc(C(=O)c2ccccc2)cc1
  1	i	i	i	i	4	i	i	i	i	i
> O=S(=O)(c1ccc(Cl)cc1)N1CCN(CCc2ccncc2)CC1
  5	i	i	i	i	2	i	i	i	i	i
> O=C1CCCCCN1Cc1ccccc1
  .	i	i	i	i	-5	i	i	i	i	i
> CC(C)NC(=O)C1(c2ccccc2)CC1(Cl)Cl (stereo not drawn)
  6	i	i	i	i	-2	i	i	i	i	i
> COc1ccc(CN(C)CC(=O)Nc2cccc(S(N)(=O)=O)c2)c(OC)c1OC
  -4	i	i	i	i	-3	i	i	i	i	i
> Cc1nn(Cc2ccc(F)cc2)c(C)c1NC(=O)c1noc2c1CCCCC2
  4	i	i	i	i	0	i	i	i	i	i
> COc1ccc(OCCC(=O)OCC(=O)NC(=O)NC2CCCCC2)cc1
  1	i	i	i	i	-10	i	i	i	i	i
> CCOC(=O)c1ccc(NCc2cccnc2)cc1
  6	i	i	i	i	3	i	i	i	i	i
> CCCC[C@@]1(C2CCCC2)Cc2cc(OCC(=O)O)c(Cl)c(Cl)c2C1=O
  5	i	i	.	.	.	i	i	i	.	.
> Cc1ccccc1NC1=NC(=S)N(CC(N)=O)C12CCOC(C)(C)C2 (stereo not drawn)
  -3	i	i	i	i	5	i	i	i	i	i
> Cc1ccc(C)c(-n2cc(CN3CCN(C(=O)c4ncn[nH]4)CC3)c(-c3ccccc3)n2)c1
  16	i	i	i	i	17	i	i	i	i	i
> CN(C)C(CNc1ncnc2sccc12)c1ccccc1 (stereo not drawn)
  1	i	i	i	i	-13	i	i	i	i	i
> Cc1ccc(S(=O)(=O)N2CCCC2)cc1S(=O)(=O)N1CCCC1
  3	i	i	i	i	7	i	i	i	i	i
> O=C(CCn1nc(-c2ccccc2)ccc1=O)NCCCN1CCCCCC1
  -3	i	i	i	i	-3	i	i	i	i	i
> CC1=C(C(=O)Nc2cc(C)ccc2C)C(c2cccs2)NC(=S)N1 (stereo not drawn)
  10	i	i	i	i	1	i	i	i	i	i
> CCOC(=O)c1cccc(NC(=O)CS(=O)(=O)Cc2nc(-c3cccc(OC)c3)oc2C)c1
  5	i	i	i	i	3	i	i	i	i	i
> O=C(COc1ccc(S(=O)(=O)NC2CCCCC2)cc1)NC1CCCC1
  0	i	i	i	i	18	i	i	i	i	i
> O=C(NNC(=O)c1csc(-c2cccnc2)n1)Nc1ccc(Cl)cc1
  1	i	i	i	i	-3	i	i	i	i	i
> CCOc1ccc(-n2cnc3c(=O)[nH]c(N)nc32)cc1
  .	i	i	i	i	-7	i	i	i	i	i
> O=C(C1CCN(S(=O)(=O)c2ccc(Br)s2)CC1)N1CCN(C2CCCCC2)CC1
  7	i	i	i	i	-4	i	i	i	i	i
> COc1ccc(N2C(=O)C(O)C2c2ccc(C)cc2)cc1 (stereo not drawn)
  -3	i	i	i	i	-5	i	i	i	i	i
> COc1ccc(CNC(=O)C2CCC(CNC(=O)[C@@H]3Cc4ccccc4CN3)CC2)cc1 (stereo partly drawn)
  -2	i	i	i	i	4	i	i	i	i	i
> C=CCN1CC(c2nc3ccccc3n2Cc2cccc3ccccc23)CC1=O (stereo not drawn)
  ?	i	i	i	i	-9	i	i	i	i	i
> CC(C)(C)c1ccc(S(=O)(=O)N2CCN(C(=O)C3CCC3)CC2)cc1
  -3	i	i	i	i	33	i	i	i	i	i
> CCCNC(=O)c1ccc2c(=O)c(O)c(-c3ccsc3)[nH]c2c1
  2	i	i	i	i	0	i	i	i	i	i
> CC(=O)Nc1ccc(Oc2cc(N)cc([N+](=O)[O-])c2)cc1
  3	i	i	i	i	-20	i	i	i	i	i
> Cc1cccc(C)c1NC(=O)COC(=O)c1cc[n+]([O-])cc1
  -3	i	i	i	i	-17	i	i	i	i	i
> CCN1CCN(c2ccc(NC(=O)Cc3ccccc3)cc2)CC1
  0	i	i	i	i	-2	i	i	i	i	i
> O=C(c1cccc(C(=O)N2CCN(c3ccccc3)CC2)c1)N1CCN(c2ccccc2)CC1
  -3	i	i	i	i	-12	i	i	i	i	i
> CCN(CC)S(=O)(=O)c1ccc(N2CCN(S(=O)(=O)c3ccc4c(c3)OCCO4)CC2)nc1
  5	i	i	i	i	6	i	i	i	i	i
> CC(C)(C)c1[nH]nc2c1C(C1C=CCCC1)C(C#N)=C(N)O2 (stereo not drawn)
  1	i	i	i	i	-8	i	i	i	i	i
> O=C(NC(=S)Nc1ccc(S(=O)(=O)N2CCCCC2)cc1)c1ccccc1
  6	i	i	i	i	3	i	i	i	i	i
> Cc1ncc(CC(=O)n2cc(C(=O)c3cc(F)ccc3O)cn2)s1
  ?	i	i	i	i	-1	i	i	i	i	i
> Cc1ccc2c(c1)C(=O)CCCCC(=O)N2
  0	i	i	i	i	-6	i	i	i	i	i
> CCOC(=O)C1=C(O)C(=O)N(Cc2ccccc2)CC1
  -2	i	i	i	i	4	i	i	i	i	i
> Cc1ccnc(SCC(=O)Nc2sccc2C#N)n1
  1	i	i	i	i	1	i	i	i	i	i
> O=C(NCC1CCCO1)C1CCN(C2CCN(C3CCCCCC3)CC2)CC1 (stereo not drawn)
  7	i	i	i	i	-10	i	i	i	i	i
> CCOC(=O)C1=C(CN2CCN(C(=O)c3ccco3)CC2)NC(=O)NC1c1ccccc1 (stereo not drawn)
  0	i	i	i	i	5	i	i	i	i	i
> CCOC(=O)C1CCN(C(=O)CCc2ccc(S(=O)(=O)NC(C)C)cc2)CC1
  3	i	i	i	i	-12	i	i	i	i	i
> CC1=C2C(=O)OC(c3ccoc3)C2(C)CCC1 (stereo not drawn)
  1	i	i	i	i	-14	i	i	i	i	i
> Cc1ccc(OCCNC(=O)/C=C/c2ccc([N+](=O)[O-])cc2)cc1C
  9	i	i	i	i	0	i	i	i	i	i
> COc1ccccc1/C=N/NC(=O)c1sc(C)nc1C
  7	i	i	i	i	16	i	i	i	i	i
> COc1ccc(NC(=O)CCn2c(=S)[nH]c3ccccc3c2=O)cc1OC
  1	i	i	i	i	6	i	i	i	i	i
> CCOc1nc(N2CCOCC2)nc(C)c1[N+](=O)[O-]
  -1	i	i	i	i	-3	i	i	i	i	i
> Cn1c(=O)n(C)c2cc(N3CCCCC3)c(NC(=O)c3ccccc3)cc21
  2	i	i	i	i	-1	i	i	i	i	i
> O=C(OCC(=O)N1CCOCC1)C(c1ccccc1)c1ccccc1
  .	.	i	i	i	-2	.	.	.	i	i
> CC1CCN(C(=S)NC2CC3CCC2C3)CC1 (stereo not drawn)
  2	i	i	i	i	3	i	i	i	i	i
> Cc1cc2c(cc1C)NC(=O)CC(C(F)(F)C(F)(F)C(F)(F)F)=N2
  3	i	i	i	i	-3	i	i	i	i	i
> Nc1nc(NCc2ccco2)nc(N2CCOCC2)c1[N+](=O)[O-]
  1	i	i	i	i	6	i	i	i	i	i
> O=c1cc(CSc2ccccn2)[nH]c(=O)[nH]1
  1	i	.	i	i	2	i	i	i	i	i
> Cc1cc(C2=CC(C)(c3cc(C)oc3C)Nc3nc(C(F)(F)F)nn32)c(C)o1 (stereo not drawn)
  5	i	.	i	i	24	i	i	i	i	i
> CCOc1ccc(NC(=O)CCN2CCN(S(=O)(=O)c3ccc(OC)cc3)CC2)cc1
  5	i	i	i	i	6	i	i	i	i	i
> Cc1nc(-c2ccc(S(=O)(=O)N3CCN(Cc4ccccc4)CC3)s2)cs1
  7	i	i	i	i	-2	i	i	i	i	i
> COC(=O)c1ccc(N2CCCCC2)c(NC(=O)c2ccco2)c1
  2	i	i	i	i	-15	i	i	i	i	i
> Cc1cc(C(=O)O)c(CCCN)s1
  .	i	i	i	i	4	i	i	i	i	i
> O=C(CCSCCc1ccccn1)Nc1ccc(Br)cc1F
  4	i	i	i	i	-6	i	i	i	i	i
> CN(Cc1cccs1)C(=O)CCc1ccc(S(=O)(=O)N2CCOCC2)cc1
  -1	i	i	i	i	3	i	i	i	i	i
> COCCn1c(-c2ccccc2)nc2ccccc21
  .	i	i	i	i	2	i	i	i	i	i
> COC(=O)c1ccc(NC(=O)C23CC4CC(C2)CC(n2cncn2)(C4)C3)cc1
  0	i	i	i	i	2	i	i	i	i	i

Going on with the list:
Under each structure: HDAC3 inhib	ANO1 block	ANO1 activ	TRPC6 act	RGS4 act	SKKanGAS inh	MrgX1 agonist	MrgX1 antagonist	MrgX1 PAM	RGS4 block	TRPC6 inhibitor
> Cn1c(NCc2ccccc2)cc(=O)n(C)c1=O
  0	i	i	i	i	-1	i	i	i	i	i
> O=C(C1CCN(c2ncnc3c2nc2n3CCCCC2)CC1)N1CCN(c2ccc(F)cc2)CC1
  6	i	i	i	i	1	i	i	i	i	i
> CCN(CC(=O)NCc1cccs1)S(=O)(=O)c1ccc([N+](=O)[O-])cc1
  -7	i	i	i	i	-4	i	i	i	i	i
> O=C(COC(=O)CN1C(=O)c2ccccc2C1=O)NC1CCCC1
  -3	i	i	i	i	2	i	i	i	i	i
> Cc1cc(C)n2[nH]c(=O)c(N=Nc3cccc(C(F)(F)F)c3)c2n1
  9	i	i	i	i	7	i	i	i	i	i
> Cc1ccc(S(=O)(=O)N(C)CC(=O)Nc2cccc(C)n2)cc1
  .	i	i	i	i	-4	i	i	i	i	i
> CCn1c(SCC(=O)Nc2ccccc2OC)nc2ccccc2c1=O
  7	i	i	i	i	-8	i	i	i	i	i
